# p53 reactivation: qHTS assay for re-activators of p53 using a Luc reporter. H1299 p53-A138V BP100-luciferase reporter, luminescence, 24 h. 320,000 compounds, 0.063% hits. Potency, µM (highest dose often 92.2 µM), for the others: at the top dose activity change, positive = activation, actives largely listed as activators; also: % of control where 0% means no effect; nearly all actives have a fitted effect of over 45% in size
#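 p53-null H1299 cells stably carrying temperature-sensitive p53-A138V and a BP100-luciferase reporter were pinned with compounds (4-point, 1:5 series) and held 24 hrs at 37 deg C. Luminescence was read 10 min after detection reagent.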
# Gal4-VP16 FLuc: VP16 counterscreen qHTS for inhibitors of ROR gamma transcriptional activity; Drosophila S2 Gal4-VP16 UAS-luciferase, luminescence, 20 h; Potency, µM (series often up to 53.6 µM), inactives show top-dose activity, negative = inhibition, usual class: inhibitors; 310,000 compounds, 3.5% hits;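 also: Gal4-VP16 expression switched on by copper sulfate through the metallothionein promoter; % is scaled to controls: 0 for no effect and ±100 for the full control effect; nearly all actives have a fitted effect of over 50% in size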
# NPC1 promoter act: qHTS Assay for NPC1 Promoter Activators. Potency, µM (doses to about 9.22 µM), for the others: top-dose activation, hits mostly activators. 320,000 compounds, 2.4% hits. Huh7 NPC1 promoter luciferase reporter, 24 h;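 also: % of control where 0% means no effect; nearly all actives have a fitted effect of over 60% in size; reporter is driven by a mutant NPC1 promoter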
#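 Quantitative HTS used a cell-based reporter: Huh7 cells stably bearing the NPC1 promoter upstream of luciferase were treated with compounds for 24 h, and promoter activation was read as luminescence.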
# MBNL1 CUG block: qHTS Assay for Inhibitors of MBNL1-poly(CUG) RNA binding; Muscleblind-like protein 1 (Homo sapiens), Q9NR56; TR-FRET MBNL1-His/biotin-(CUG)12 binding, 665/545 ratio; Potency, µM (doses to about 57.5 µM), for the others: top-dose activity change, negative = inhibition, hits mostly inhibitors; 280,000 compounds, 0.036% hits; AID 2675, 2010; active = well fitted inhibition curve with a large enough effect in the signal ratio, with a control signal flat, not every such curve was filed as active; inconclusive = small, poorly fitted or top-dose-only effect, or effect the other way, or a change in a side signal; inactive = no such curve, though single readings can be large or run the other way; the % refers to the signal ratio; also: % is scaled to controls: 0 for no effect and ±100 for the full control effect
#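 TR-FRET between His-tagged MBNL1 and biotin-(CUG)12 RNA, detected with Tb anti-His antibody (0.055 ng/ul) and streptavidin-XL665 (5 nM), 60 min at room temperature. Compounds titrated 92 nM to 58 uM; 665/545 nm ratio normalized to buffer and complex controls.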
# Rab9 promoter act: qHTS Assay for Rab9 Promoter Activators; Huh7 Rab9 promoter-luciferase reporter, luminescence, 24 h; Potency, µM (highest dose often 9.22 µM), without a hit: top-dose activation, negative = inhibition, actives largely listed as activators; 320,000 compounds, 2.8% hits; AID 485297, 2010; also: % of control where 0% means no effect; nearly all actives have a fitted effect of over 60% in size
#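 Huh7 cells stably carrying a Rab9 promoter-luciferase reporter, 1500 cells per well in OP-MEM I with 10% FBS, treated with compound 24 hours at 37C. Luciferase activity read by luminescence after 10 minutes with Amplite reagent.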
# FLuc counter: qHTS profiling assay for firefly luciferase inhibitor/activator using purifed enzyme and Km concentrations of substrates (counterscreen for miR-21 project). purified FLuc, Km substrates, luminescence inhibition. AID 588342, 2011. 360,000 compounds, 6.9% hits. Potency, µM (doses to about 57.5 µM), for inactives: at the top dose activity change, negative = inhibition, usual class: inhibitors;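 also: plate controls were vehicle for no effect and reference inhibitor for full effect; nearly all actives have a fitted effect of over 55% in size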
# Target sequence (P08659 whole entry, looked up): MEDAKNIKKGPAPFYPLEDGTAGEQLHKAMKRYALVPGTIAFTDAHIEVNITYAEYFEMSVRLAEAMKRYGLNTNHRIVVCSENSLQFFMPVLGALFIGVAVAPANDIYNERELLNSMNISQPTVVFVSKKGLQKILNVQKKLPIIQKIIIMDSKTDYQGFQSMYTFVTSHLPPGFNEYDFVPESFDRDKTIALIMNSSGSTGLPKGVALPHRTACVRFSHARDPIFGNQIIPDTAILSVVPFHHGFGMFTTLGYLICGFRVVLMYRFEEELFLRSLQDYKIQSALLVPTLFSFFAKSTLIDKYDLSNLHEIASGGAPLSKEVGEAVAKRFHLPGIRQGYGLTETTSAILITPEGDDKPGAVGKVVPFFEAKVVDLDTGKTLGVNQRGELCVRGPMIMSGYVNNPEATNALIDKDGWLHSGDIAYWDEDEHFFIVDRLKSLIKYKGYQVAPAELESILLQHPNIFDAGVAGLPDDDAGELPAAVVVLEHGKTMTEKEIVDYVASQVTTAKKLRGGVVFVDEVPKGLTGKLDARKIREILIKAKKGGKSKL
#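 Purified P. pyralis luciferase (10nM final) with 10uM D-luciferin and 10uM ATP (Km levels) in 50mM Tris acetate pH 7.5, 10mM Mg acetate, 0.01% Tween-20, 0.05% BSA; qHTS 6-point titration, ~60 µM downward; luminescence read.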
# uPA generation: qHTS for Inhibitors of Cell Surface uPA Generation; cell surface uPA generation assay, qHTS; Potency, µM (highest dose often 38.3 µM), for inactives: at the top dose activity change, negative = inhibition, most hits filed as inhibitors; 330,000 compounds, 0.31% hits; active = well fitted inhibition curve with a large enough effect; inconclusive = small, poorly fitted or top-dose-only effect; inactive = no such curve, though single readings can be large or run the other way; tested in mouse RAW 264.7 cells; also: % is scaled to controls: 0 for no effect and ±100 for the full control effect; nearly all actives have a fitted effect of over 55% in size
# ELG1 genotox: qHTS screen for small molecules that induce genotoxicity in human embryonic kidney (HEK293T) cells expressing luciferase-tagged ELG1; HEK293T ELG1-luciferase reporter, luminescence, 16 h; Potency, µM (series often up to 46 µM), for the others: at the top dose activity change, positive = activation, actives largely listed as activators; 330,000 compounds, 1.3% hits; also: % of control where 0% means no effect; nearly all actives have a fitted effect of over 60% in size
#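 HEK293T cells expressing luciferase-tagged ELG1 were exposed to compound or DMSO vehicle for 16 hr at 37 °C and 5% CO2. Luciferase activity was then measured with ONE-Glo after 30 min at room temperature.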
# RORgamma inh: qHTS for inhibitors of ROR gamma transcriptional activity; Nuclear receptor ROR-gamma (Mus musculus), P51450; Drosophila S2 Gal4-RORgamma UAS-luciferase reporter, 20 h; Potency, µM (titrated, usually from 53.6 µM), without a hit: at the top dose activity change, negative = inhibition, actives largely listed as inhibitors; 310,000 compounds, 5.4% hits; also: % is scaled to controls: 0 for no effect and ±100 for the full control effect; nearly all actives have a fitted effect of over 60% in size
# Target sequence (P51450 whole entry, looked up, the tested form may be a part): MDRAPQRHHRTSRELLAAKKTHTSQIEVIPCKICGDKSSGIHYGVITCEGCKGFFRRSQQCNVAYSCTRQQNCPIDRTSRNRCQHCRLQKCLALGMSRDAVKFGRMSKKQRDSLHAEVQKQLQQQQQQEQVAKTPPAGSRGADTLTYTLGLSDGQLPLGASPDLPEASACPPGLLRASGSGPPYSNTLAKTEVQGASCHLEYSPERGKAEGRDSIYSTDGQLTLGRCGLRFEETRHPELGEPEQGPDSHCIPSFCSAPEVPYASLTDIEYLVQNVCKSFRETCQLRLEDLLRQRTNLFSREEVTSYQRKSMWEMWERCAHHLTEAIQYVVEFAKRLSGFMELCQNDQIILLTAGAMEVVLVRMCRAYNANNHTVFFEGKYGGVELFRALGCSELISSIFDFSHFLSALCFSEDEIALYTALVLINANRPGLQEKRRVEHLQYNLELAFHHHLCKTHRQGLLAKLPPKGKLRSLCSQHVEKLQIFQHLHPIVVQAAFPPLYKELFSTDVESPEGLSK
#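 Drosophila S2 cells stably expressing Gal4-DBD/mouse RORγ fusion under metallothionein promoter plus UAS-luciferase; compound 1 h, then 700 uM CuSO4 induction for 20 h at ambient temperature; inhibition read as reduced luminescence.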
# BRCA1 expr up: qHTS Assay to Identify Small Molecule Activators of BRCA1 Expression; 380,000 compounds, 1.1% hits; Potency, µM (highest dose often 46.1 µM), for the others: top-dose activation, most hits filed as activators; MCF7-BRCA1-FFLuc reporter, luminescence, 48 h; response scale: scaled: vehicle 0%, 10 µM genistein 100%; also: nearly all actives have a fitted effect of over 80% in size; some results filed as inactive show a strong effect at the top dose
#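 Cells: MCF7-BRCA1-FFLuc, 2000/well. Exposure: 48 h, 37 °C, 5% CO2. Read: luminescence, 15 min post-substrate. Controls: genistein 10 microM (maximal activation), DMSO (neutral).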
# * hit, by the source's call; ? = inconclusive; nt = no result given; & = joins results of further samples; [ ] = another dose, or the depositor's remark. Unless noted, calls follow the shape of the dose curve; as a rule, active = well fitted curve in the direction sought with a large enough effect; inconclusive = small, poorly fitted or top-dose-only effect, or another doubt; inactive = no such curve, though single readings can be large; an effect the other way counts as inactive or inconclusive. Potency is read from the fitted curve at half-maximal effect.
SMILES,p53 reactivation,Gal4-VP16 FLuc,NPC1 promoter act,MBNL1 CUG block,Rab9 promoter act,FLuc counter,uPA generation,ELG1 genotox,RORgamma inh,BRCA1 expr up
CCCn1c(SCC(=O)N2c3ccccc3CC2C)nnc1-c1ccco1 (stereo unspecified),-17%,-5%,-3%,-8%,0%,0%,6%,-7%,?,19%
Cc1ccn2c(CNCc3cnn(C)c3)c(C(=O)N3CCCCCC3)nc2c1,-1%,-2%,0%,-7%,3%,1%,-1%,5%,-15%,-2%
Cn1c(=O)c(C(=O)NNC(=O)c2ccc(Br)cc2)c(O)c2ccccc21,-10%,?,-4%,-6%,-4%,3%,0%,-8%,?,-77%
CCC(CC)c1nnc(NC(=O)CCc2ccccc2)s1,4%,11%,-1%,0%,0%,-3%,-6%,-7%,10%,15%
COCCCN1C(=O)c2ccc(C(=O)NCCc3ccccc3)cc2C1=O,?,?,29%,?,?,6µM*,5%,?,?,63%
Cc1cc(C(F)F)n2nc(C(=O)Nc3cccc(S(=O)(=O)N4CCOCC4)c3)nc2n1,25%,-15%,-8%,5%,5%,0%,1%,2%,-5%,0%
COc1ccc(/C=N/N2C(=O)CN(C(=O)c3ccccc3)C2c2ccc(OC)cc2)cc1 (stereo unspecified),-4%,-6%,-3%,8%,1%,-1%,7%,-3%,-1%,-36%
Cc1cc(NC(=O)c2c(Cl)cccc2Cl)no1,0%,-3%,-2%,-13%,3%,-15%,13%,1%,-23%,5%
O=C(c1ccc(F)cc1Cl)N(c1ccccn1)C1CCCCC1,2%,7%,-1%,-2%,2%,-2%,-3%,-7%,-4%,2%
Clc1ccccc1Sc1cnc2ccccc2n1,14%,20%,4%,29%,14%,?,-7%,1%,35%,26%
N#C/C(=C(/O)COC(=O)CCC1CCCCC1)c1nc2ccccc2[nH]1,8%,10µM*,-1%,13%,-9%,-1%,-3%,-2%,11µM*,-3%
O[C@@H]1COC(Nc2ccc(N=Nc3ccccc3)cc2)C[C@@H]1O (stereo partly specified),13%,?,?,?,3.2µM*,0.34µM*,-11%,?,-18%,62%
Cc1cccc(C)c1NC(=O)C(c1ccccc1)N1CCC1=O (stereo unspecified),-6%,0%,1%,0%,-3%,3%,-1%,0%,-19%,27%
Cc1ccc(C)c(N(C(=O)CNC(=O)c2ccco2)C(C(=O)NCC2CCCO2)c2ccccc2)c1 (stereo unspecified),-5%,0%,-33%[inhibitor],-1%,-2%,-1%,-1%,-17%,-3%,-13%
CCOC(=O)N1CCN(C(=O)CCn2c(=O)[nH]c3ccsc3c2=O)CC1,5%,-4%,2%,-2%,-6%,0%,4%,0%,-3%,-8%
Cn1c(CSCc2ccccc2)n[nH]c1=S,10%,?,-4%,nt,2%,0%,-2%,0%,11µM*,17%
COc1ccc(-n2c(C)nc3c(cnn3-c3ccccc3)c2=O)cc1,-1%,?,0%,4%,-1%,-2%,nt,-8%,-21%,-55%
O=C(NNC(=O)c1csc(-c2cnccc2C(F)(F)F)n1)c1ccc(C(F)(F)F)cc1,6%,?,1%,-8%,-1%,-5%,1%,-4%,?,-44%
Cc1nc(C)c(-c2csc(N)n2)s1,6%,-8%,-4%,8%,0%,0%,5%,2%,9%,33%
CCc1nnc(NC(=O)CSc2nnc(-c3ccoc3C)n2-c2ccccc2)s1,-6%,0%,6%,3%,5%,3%,-1%,-4%,0%[10 µM],-27%

# 2 records drawn at random from those above:
SMILES,p53 reactivation,Gal4-VP16 FLuc,NPC1 promoter act,MBNL1 CUG block,Rab9 promoter act,FLuc counter,uPA generation,ELG1 genotox,RORgamma inh,BRCA1 expr up
Cc1cccc(C)c1NC(=O)C(c1ccccc1)N1CCC1=O (stereo unspecified),-6%,0%,1%,0%,-3%,3%,-1%,0%,-19%,27%
CCOC(=O)N1CCN(C(=O)CCn2c(=O)[nH]c3ccsc3c2=O)CC1,5%,-4%,2%,-2%,-6%,0%,4%,0%,-3%,-8%

# Other results follow.
SMILES,p53 reactivation,Gal4-VP16 FLuc,NPC1 promoter act,MBNL1 CUG block,Rab9 promoter act,FLuc counter,uPA generation,ELG1 genotox,RORgamma inh,BRCA1 expr up
Cc1cc(CN(C)C(=O)c2ccc(OC3CCN(S(=O)(=O)N(C)C)CC3)cc2)n[nH]1,-6%,-1%,1%,3%,-13%,0%,-3%,-3%,11%,0%
COC(=O)c1cc(=O)n2c(-c3ccc(OC)cc3)csc2n1,-10%,-7%,-4%,4%,1%,-6%,5%,-3%,-2%,0%
O=C(CSc1n[nH]c(=O)[nH]c1=O)Nc1c(Cl)cc(Cl)cc1Cl,-3%,nt,nt,nt,nt,nt,4%,2%,nt,-7%
Cn1c(SCC(=O)NCc2cccs2)nnc1-c1ccc(S(=O)(=O)N2CCCC2)cc1,-2%,-11%,-1%,-1%,4%,0%,nt,1%,13%,6%
Cn1nnnc1SCCNC(=O)C1CCC(=O)N(CCc2ccccc2)C1 (stereo unspecified),0%,-3%,5%,-11%,6%,2%,3%,-8%,-19%,11%
CSc1cccc(NC(=O)c2[nH]c(C)c(C(C)=O)c2C)c1,?,-17%,?,5%,?,17µM*,-7%,23µM*,-9%,61%
CN(C)c1ccc(/C=N/N2C(=S)SC(C)(C)C2N(O)C(=O)Nc2ccc([N+](=O)[O-])cc2)cc1 (stereo unspecified),17%,-4%,-1%,?,-1%,-1%,8%,-7%,7.9µM*,-48%
Cc1ccccc1NC(=O)c1cnn(-c2ccccc2)c1NC(=O)c1ccco1,4%,-4%,-1%,-3%,-1%,6%,3%,0%,1%,0%
CC(CCc1ccccc1)NCc1ccncc1 (stereo unspecified),-3%,-4%,0%,0%,2%,-3%[2.3 µM],nt,1%,-10%,-28%
Cc1ccc(S(=O)(=O)[N-]c2nc3ccccc3nc2-[n+]2cc(C)cc(C)c2)cc1,-4%,5%,4%,16%,1%,1%,14%,-3%,2%,13%
O=C(O)c1cccc(CSc2nc(-c3ccccc3)cc(C(F)(F)F)n2)c1,-1%,-1%,1%,-17%,-15%,3%,-1%,2%,1%,-6%
C=CCn1c(SCC(N)=O)nc2nc3c(cc2c1=O)COC(C)(C)C3,3%,-7%,-4%,5%,-5%,5%,-3%,-4%,5%,-1%
CN1CCN(C2=Cc3ccccc3Sc3cc(F)ccc32)CC1,-14%,-5%,-2%,-8%,-3%,4%,3%,0%,20%,-49%
Cc1ccc(C)c(C(=O)CN2C(=O)c3ccccc3S2(=O)=O)c1,-1%,-5%,?,2%,?,-20%,-11%,?,-23%,-53%
CC(Cc1c[nH]c2ccccc12)C(=O)NCc1ccco1 (stereo unspecified),20%,-8%,5%,-5%,-2%,-1%,-2%,0%,0%,1%
Cc1cc(C(=O)COc2cccc(-n3cnnn3)c2)c(C)n1-c1ccccc1,18%,?,3%,3%,23%,3µM*,-6%,-9%,3%,-30%
CC(=O)CCc1oc2ccc(C)cc2c1-c1ccccc1,2%,-5%,3%,-4%,-5%,0%,7%,-4%,36%,1%
Cc1cc(C)cc(OCCCOc2cccc3cccnc23)c1,-1%,?,0%,3%,0%,-7%,1%,-5%,?,21%
Cc1cccc(C)c1-n1c(C)cc(/C=N\Nc2ccc([N+](=O)[O-])cn2)c1C,?,-3%,0%,21%,-1%,-10%,3%,-1%,-25%,10%
COc1ccc(N2CCCn3c2nc2c3c(=O)n(Cc3ccc(F)cc3)c(=O)n2C)c(OC)c1,1%,2%,-2%,-10%,4%,-1%,2%,1%,30%,-3%
Cc1cccc(NC(=O)c2sc(NC(=O)c3ccco3)c(C#N)c2C)c1C,-13%,6%,-8%,16%,-10%,?,8%,-3%,?,0%
Cn1c(N2CCN(S(=O)(=O)c3ccc(F)cc3)CC2)nc2ccccc21,-4%,-28%,-4%,1%,2%,1%,-6%,-13%,17%,-12%
Cc1cc(C)n(-c2ccc(S(=O)(=O)N3CCOCC3)cc2[N+](=O)[O-])n1,2%,-20%,-2%,?,0%,2%,1%,0%,9%,-11%
CCCCOc1c(C(=O)Nc2ccccc2)nnn1-c1ccccc1,-3%,-8%,-8%,2%,1%,-1%,5%,1%,-3%,-2%
COC(=O)[C@H](C)[C@@H]1C[C@@]1(C)[C@@H](NC(=O)OCc1ccccc1)c1ccccc1,-6%,3%&-2%,-2%,22%,-2%,-22%,-14%,0%,?,-34%
CS(=O)(=O)N(CC(=O)NCC1CCCO1)Cc1ccc(Cl)cc1 (stereo unspecified),-3%,0%,-1%,-1%,-5%,3%,10%,-1%,5%,-1%
Cn1nccc1C(=O)Nc1nnc(C2CC2)s1,?,?,14%,2%,19%,-22%,0%,15%,7%,27%
CC(=O)c1ccc(N2CCN(c3ccc(S(=O)(=O)N4CCN(C)CC4)cn3)CC2)cc1,2%,2%,-1%,4%,16%,0%,-2%,-1%,18%,-1%
Cc1cc(C)cc(CSCC(=O)N/N=C/c2ccc(OCC(=O)NCc3ccco3)cc2)c1,-4%,-1%,0%,7%,-1%,3%,nt,-4%,?,13%
